MgcRacGAP inhibition: MgcRacGAP GTPase-activating activity inhibitors, confirmation, biochemical, ADP Hunter fluorescence; MgcRacGAP-stimulated Rac1 GTP hydrolysis, ADP Hunter fluorescence; higher % means a stronger effect; GST-tagged Rac1 F28L mutant substrate; hit rate 0.6% among 340,000; AID 624330; inhibition, % at 30 µM; hits with a dose series show IC50 in µM;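 active = first-screen hits whose inhibition reached a set limit at any dose in the follow-up dose series; inconclusive = inhibition above the set first-screen limit but never retested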;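 also: fluorescence reports GDP produced by GAP-driven GTP hydrolysis; strong numbers were not always called active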
T cell modulator: T cell immune modulators affecting CD8 T cell-vesicle binding; hit rate 0.068% among 330,000; AID 2052; calls only at 7 µM; 2C CD8+ T cell-vesicle binding, flow cytometry; hits give low values;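 active = response, share of CD8 T cells binding vesicles, and their 90th percentile fluorescence all below set limits, cut at about 80% in these data, passing the limit was not always enough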
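material = purified 2C TCR transgenic mouse naive CD8+ T cells | controls = Unloaded micro-vesicles (low), QL9 vesicles with 0.7% DMSO (high) | detection = cytometric PE anti-B7-1 and Alexa647 anti-CD8 signals after 1% paraformaldehyde fixation | incubation = binding step 1.5 h, 37 °C, antibody labelling 20 min, ice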
Dengue-2 NS5 capping: Dengue-2 NS5 methyltransferase inhibitors, primary screen, biochemical, confirmation dose response (AID 588689). one-dose inhibition, % at 25 µM; IC50 in µM for titrated hits. hit rate 0.3% among 340,000. Dengue-2 NS5 methyltransferase capping enzyme assay, biochemical; higher % means a stronger effect; in the data active = a potency from the dose series; inconclusive = inhibition above about 29% without an active follow-up result
RSV CPE inhibition: RSV antiviral activity via CPE protection, HEp-2 cells, primary 10 µM value included (AID 2391). one-dose CPE inhibition, % at 10 µM; IC50 in µM for titrated hits. hit rate 0.13% among 310,000. HEp-2 cells, RSV-induced CPE inhibition; higher % means a stronger effect; in the data active = a potency from the dose series; inconclusive = CPE inhibition mostly from about 23% at the one dose, without a potency; inactive = the rest, 99 in 100 with CPE inhibition below about 21%; also: strong numbers were not always called active
NTR1 agonist: NTR1-driven beta-arrestin-GFP spot formation – imaging, U2OS cells, high content, primary screen (AID 493036). P30989. agonist mode. activation, % at 20 µM. hit rate 0.17% among 330,000;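 active = activation at or above 40% of the spot to cytoplasm intensity ratio, with at least 20 cells analyzed; inconclusive = wells under 20 cells, flagged as cytotoxic or low count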;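 also: 0% = DMSO without peptide and 100% = 100 nM NTR1 peptide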
Target sequence (P30989 whole entry, looked up): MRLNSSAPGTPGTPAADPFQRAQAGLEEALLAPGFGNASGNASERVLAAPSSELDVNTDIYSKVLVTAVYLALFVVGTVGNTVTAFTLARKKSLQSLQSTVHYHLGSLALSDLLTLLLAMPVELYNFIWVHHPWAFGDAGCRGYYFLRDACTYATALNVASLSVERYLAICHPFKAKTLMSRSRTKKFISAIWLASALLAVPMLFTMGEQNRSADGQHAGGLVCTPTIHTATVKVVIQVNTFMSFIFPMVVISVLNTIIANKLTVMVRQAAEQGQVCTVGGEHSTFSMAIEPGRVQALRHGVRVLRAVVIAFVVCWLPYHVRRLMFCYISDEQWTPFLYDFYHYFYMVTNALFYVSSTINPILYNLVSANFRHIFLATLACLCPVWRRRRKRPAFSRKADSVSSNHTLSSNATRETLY
Large T inhibition: SV40 large T antigen inhibitors, biochemical (AID 1903); hit rate 0.39% among 310,000; SV40 large T antigen ATPase/helicase inhibition assay; higher % means a stronger effect; inhibition, % at 20 µM; hits with a dose series show IC50 in µM; in the data active = a potency from the dose series; inconclusive = inhibition mostly from about 32% at the one dose, without a potency; inactive = the rest, 99 in 100 with inhibition below about 32%; also: strong numbers were not always called active
UTI89 phage lysis: inhibition of K1F phage lysis, E. coli UTI89, bacterial capsule biogenesis inhibitors, alamar blue (AID 488966); E. coli UTI89 K1F phage lysis, alamar blue, 2 h; higher % means a stronger effect; one-dose inhibition, % at 100 µM; IC50 in µM for titrated hits; hit rate 0.02% among 340,000;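 active = phage lysis inhibition, versus mean bacterial control, above a set limit; inconclusive = no clear call, values can overlap the other calls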;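 also: capsule biogenesis inhibitors block K1F phage lysis so surviving cells raise fluorescence; higher fluorescence means more inhibition of phage lysis; actives were called in the ten point dose series up to 300 µM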
West Nile antiviral: West Nile virus antiviral activity, cell-based, CPE readout (AID 1621); West Nile virus-infected cells, CPE inhibition; higher % means a stronger effect; CPE inhibition, % at 10 µM, or IC50 in µM where a hit was titrated; hit rate 0.02% among 290,000; in the data active = a potency from the dose series; inconclusive = CPE inhibition mostly from about 3.7% at the one dose, without a potency; inactive = the rest, 99 in 100 with CPE inhibition below about 2.2%; also: strong numbers were not always called active
PhoP inhibition: inhibitors of PhoP regulon expression, primary screen, Salmonella Typhimurium, GFP reporter (AID 1863). S. Typhimurium PhoP-regulated promoter GFP reporter, 4 h; higher % means a stronger effect. one-dose inhibition, % at 50 µM; IC50 in µM for titrated hits. hit rate 0.16% among 300,000;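 active = inhibition over 29.93%, a cutoff 3 SD above the screen mean, later confirmed by dose response; inconclusive = inhibition over 29.93% but no dose response follow-up; inactive = inhibition at most 29.93% or unconfirmed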;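 also: 0% = low Mg2+ inducing control and 100% = high Mg2+ repressing control; strong numbers were not always called active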
T cell modulator vesicle-bound %: also measured in T cell modulator; calls as there; double positive events, %; measured here: CD8+ vesicle-bound cell fraction;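 binding gate set so that unloaded-vesicle control wells show 10% double positive cells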
NTR1 agonist cell count 20 µM: recorded beside NTR1 agonist, whose call it bears; cell count; measured here: cell count, cytotoxicity flag
* hit, by the source's call; i = inactive; ? = inconclusive; . = no result given; [ ] = dose if it differs, or a comment. This is a random part of the collection. About 1.5% of those tested had a hit in this group.

Preview, 6 compounds:
SMILES	MgcRacGAP inhibition	T cell modulator	T cell modulator vesicle-bound %	Dengue-2 NS5 capping	RSV CPE inhibition	NTR1 agonist	NTR1 agonist cell count 20 µM	Large T inhibition	UTI89 phage lysis	West Nile antiviral	PhoP inhibition
Cc1cc(C)cc(CC(CC(=O)Nc2ccc(Cl)cc2)C(=O)O)c1 (centres undefined)	.	i	19	2%	1.0%	-0.1	96	18%	2.1%[50 µM]	0.0%	14%
CCCOc1ccc(C(=O)CCC(=O)OC(C)C(=O)Nc2ccc(NC(C)=O)cc2)cc1 (centres undefined)	0%	i	54	-3%	-0.5%	-0.2	45	12%	0.3%[50 µM]	.	-10%
CCn1c(C)c(C)c2cc(C(=O)NCCCN3CCCCCC3)ccc21	-3%	i	6	-4%	0.3%	0.2	72	24%	-0.2%	0.0%	0%
COc1ccc(NC(=O)CSc2nc(O)cc(=O)n2-c2ccc(OC)cc2)cc1	4%	i	48	0%	2.7%	-0.6	38	8%	0.2%	-0.1%	-2%
Cc1cc(C)n(CCC(=O)N/N=C/c2ccc(Cl)c([N+](=O)[O-])c2)n1	.	i	40	.	0.1%	-0.5	41	17%	.	0.0%	-5%
COc1ccc2cc(OCC(=O)NNC(=O)Nc3ccc(OC)c(OC)c3)ccc2c1	18%	i	73	1%	1.4%	1.8	92	4%	0.0%	0.3%	-1%

The whole of this part, from the first entry:
SMILES	MgcRacGAP inhibition	T cell modulator	T cell modulator vesicle-bound %	Dengue-2 NS5 capping	RSV CPE inhibition	NTR1 agonist	NTR1 agonist cell count 20 µM	Large T inhibition	UTI89 phage lysis	West Nile antiviral	PhoP inhibition
Cc1cc(C)cc(CC(CC(=O)Nc2ccc(Cl)cc2)C(=O)O)c1 (centres undefined)	.	i	19	2%	1.0%	-0.1	96	18%	2.1%[50 µM]	0.0%	14%
CCCOc1ccc(C(=O)CCC(=O)OC(C)C(=O)Nc2ccc(NC(C)=O)cc2)cc1 (centres undefined)	0%	i	54	-3%	-0.5%	-0.2	45	12%	0.3%[50 µM]	.	-10%
CCn1c(C)c(C)c2cc(C(=O)NCCCN3CCCCCC3)ccc21	-3%	i	6	-4%	0.3%	0.2	72	24%	-0.2%	0.0%	0%
COc1ccc(NC(=O)CSc2nc(O)cc(=O)n2-c2ccc(OC)cc2)cc1	4%	i	48	0%	2.7%	-0.6	38	8%	0.2%	-0.1%	-2%
Cc1cc(C)n(CCC(=O)N/N=C/c2ccc(Cl)c([N+](=O)[O-])c2)n1	.	i	40	.	0.1%	-0.5	41	17%	.	0.0%	-5%
COc1ccc2cc(OCC(=O)NNC(=O)Nc3ccc(OC)c(OC)c3)ccc2c1	18%	i	73	1%	1.4%	1.8	92	4%	0.0%	0.3%	-1%
Cc1ccc(C(=O)NCCSc2ccc(Cl)cc2)cc1[N+](=O)[O-]	15%	i	32	-9%	13%	1.7	54	0%	-0.1%	-0.1%	-6%
CCOC(=O)c1nn(-c2ccc3c(c2)OCCO3)cc1O	8%	i	32	3%	1.9%	-0.8	54	10%	0.6%	0.2%	-5%
CC(C)(C)c1ccc(OCCNC(=O)Cc2ccc(F)cc2)cc1	4%	i	40	-4%	3.2%	0.4	43	10%	0.6%	-1.6%	-6%
COCCn1c(C)cc(C(=O)CSc2ccc3ccccc3n2)c1C	11%	i	60	-1%	5.7%	-0.4	44	23%	0.1%	0.0%	-3%
CCCCN(CCCC)CP(=O)(c1ccccc1)c1ccccc1	13%	i	19	-5%	-0.9%	5.0	48	1%	-0.9%	0.1%	4%
Cc1ccccc1-c1nnc(CS(=O)(=O)c2ccccc2)o1	3%	i	16	-1%	0.7%	0.2	52	-1%	0.6%	-1.0%	-1%
CS(=O)(=O)N(CC(=O)N1CCN(c2ccc(F)cc2)CC1)C1CCCCC1	19%	i	34	-2%	0.8%	1.5	46	-4%	0.3%	-0.9%	-5%
CC(C)(C)NS(=O)(=O)c1ccc(OCC(=O)Nc2ccc3c(c2)OCCO3)cc1	1%	i	6	-8%	3.6%	-2.5	77	12%	-0.1%	0.3%	0%
CN(C)S(=O)(=O)c1cccc2nsnc12	0%	i	21	-4%	1.2%	0.3	60	-5%	-0.8%	-0.3%	2%
COc1cc(-c2noc(C)c2C(=O)NCCc2c[nH]c3ccccc23)cc(OC)c1OC	8%	i	27	-2%	0.3%	2.5	54	4%	-0.8%	0.0%	-5%
O=C(NC1CCCCC1)C(=S)NCc1ccccc1	7%	i	20	-3%	-0.1%	7.5	55	5%	-0.1%	-1.1%	-4%
CS(=O)(=O)N1N=C(c2ccco2)CC1c1ccc(Cl)cc1 (centres undefined)	5%	i	44	-4%	1.0%	3.0	74	4%	1.1%[50 µM]	-0.3%	-4%
O=C(Nc1ccc(C(=O)N2CCC(O)(c3ccc(Cl)c(C(F)(F)F)c3)CC2)cc1)c1ccc(Br)o1	0%	i	14	-10%	10%	0.2	87	3%	1.1%	.	6%
C=Cn1ccnc1P(=S)(c1ccc2c(c1)c1ccccc1n2CC)c1nccn1C=C	4%	i	36	-1%	0.5%	0.2	56	10%	4.0%	2.1%	-2%
CCOC(=O)c1c(-c2ccc(C)cc2)csc1NC(=O)CCSc1nnc2ccccn12	6%	i	49	-3%	19%	5.7	49	9%	0.3%	-1.2%	-6%
CNC(=O)CSc1nnc(-c2cccnc2)n1CCc1ccccc1	10%	i	14	-7%	1.0%	-0.9	51	-9%	-0.9%	1.5%	30%
CCOc1cc(N2CCOCC2)c(OCC)cc1NC(=O)CSc1ccccc1C(=O)O	1%	i	40	-7%	2.1%	3.3	46	.	0.0%[50 µM]	.	.
CC(/C=N/NC(=O)CSc1nc2ccccc2n1C)=C\c1ccco1	7%	i	42	-9%	-0.1%	2.4	44	8%	1.6%	-0.4%	0%
CCN1C(=O)C2(C(C#N)=C(N)Oc3cc(C)oc(=O)c32)c2ccccc21 (centres undefined)	0%	i	29	4%	0.5%	2.2	57	16%	2.7%	0.7%	-8%
CCn1c(CC(=O)Nc2ccccc2)n[nH]c1=S	5%	i	17	-2%	0.0%	-0.8	54	8%	0.3%	-0.3%	-1%
CCOCCCNC(=O)CCCn1nc(C)n2c(cc3sccc32)c1=O	5%	i	27	-5%	0.8%	0.4	76	2%	-2.8%	-0.1%	14%
CCOC(=O)C1CCN(C(=O)C2CCN(S(=O)(=O)c3cc(Cl)ccc3Cl)CC2)CC1	6%	.	.	9%	0.9%	4.0	80	6%	1.3%	0.5%	14%
C=CCN(CC=C)C(=O)C1CC(=O)N(c2ccc(Br)cc2)C1 (centres undefined)	8%	i	26	3%	0.9%	0.9	63	3%	0.5%	-0.3%	6%
COC(=O)c1c(-c2snnc2C)n[nH]c1C	-1%	i	6	-3%	1.4%	1.8	49	10%	-0.6%	0.1%	1%
CN1CCN(CC(=O)c2ccccc2F)CC1	.	i	61	-1%	1.1%	-1.3	102	4%	0.0%	0.4%	7%
CC(C)(CO)CN1CCC(n2nccc2NC(=O)C2CCCC2)CC1	6%	i	56	-1%	1.1%	0.0	62	23%	0.0%	-0.6%	0%
COc1cc2ncnc(NCc3ccco3)c2cc1OC	12%	i	34	-1%	-1.8%	0.2	43	3%	-0.2%	-0.7%	-9%
Nc1ncnc2nc(SCC(=O)Nc3ccccc3F)[nH]c12	4%	i	20	-11%	1.0%	0.0	59	3%	0.5%	0.1%	7%
S=c1nc2ccccc2c2nc(-c3ccccc3Br)[nH]n12	7%	i	58	-6%	1.6%	2.2	52	19%	0.5%	-0.6%	-9%
COC(=O)N/N=C/c1cccnc1	-3%	i	34	9%	0.3%	0.5	67	5%	0.7%	-0.1%	-14%
COc1ccc(C(=O)N/N=C(\C)Cn2cnc([N+](=O)[O-])n2)cc1	2%	i	38	-6%	-0.1%	-1.7	66	5%	1.5%[50 µM]	-0.6%	-4%
COC(=O)c1ccc2[nH]c([C@H](C)O)c([C@H](C)O)c2c1	13%	i	40	-15%	-1.9%	-1.8	92	6%	2.1%	-0.2%	.
Cn1c(NCCO)nc2c1c(=O)n(Cc1ccc(F)cc1)c(=O)n2C	8%	i	21	1%	0.1%	1.1	54	4%	-0.1%	0.1%	4%
O=C(Nc1ccc2ccccc2c1)c1ccccc1O	10%	i	34	-8%	11%	4.7	49	-4%	-0.6%	0.1%	8%
Cc1cc(=O)oc2c(C(=O)/C=C/c3ccccc3)c(O)ccc12	12%	i	16	-2%	0.3%	0.1	47	3%	2.1%	0.5%	-9%
O=C(Nc1ccc(NC(=S)NC(=O)C(c2ccccc2)c2ccccc2)cc1)c1ccccc1	4%	i	57	-3%	4.4%	0.1	46	.	0.4%	2.4%	.
Fc1ccc2cnc(-c3ccccc3)cc2c1	8%	i	15	1%	.	1.0	54	.	0.2%	.	.
NC(N)=N/N=C/c1ccc(OCc2ccccc2Cl)cc1	4%	i	6	-1%	-3.7%	16	16	15%	-3.2%	-1.2%	16%
CC(=O)C(C)Oc1ccc2c3c(c(=O)oc2c1)CCCC3 (centres undefined)	14%	i	58	-10%	65%	1.7	78	6%	-0.2%	-1.1%	2%
O=C(NC(=S)NC1C2CC3CC(C2)CC1C3)C12CC3CC(CC(C3)C1)C2 (centres undefined)	9%	i	47	-7%	?	1.8	37	1%	8.9%	-1.0%	5%
CCCSc1nnc(-c2ccccc2NC(=O)CC)c(=O)[nH]1	4%	i	20	-9%	0.6%	-2.3	104	9%	0.5%	0.3%	0%
CCOC(=O)c1c(C)[nH]c(C)c1S(=O)(=O)NCC1CCN(Cc2cccc(Cl)c2)CC1	7%	i	48	-13%	-2.5%	-0.2	48	11%	0.7%	-0.5%	-1%
Cc1nc2ccc(NC(=O)c3cccnc3)cc2s1	5%	i	45	-4%	-1.1%	-0.2	45	2%	0.4%	0.2%	-6%
COC(=O)c1ccccc1NC(=O)C/C(C)=N/NC(=O)Cc1ccc(Cl)cc1	5%	i	44	-6%	0.8%	-1.4	49	0%	-1.1%	-0.1%	1%

From PubChem BioAssay
